ASK1 inh – inhibitors of human ASK1 kinase; actives 0.99% (n = 22,000); inhibition, % at 7.44 µM; AlphaScreen MKK6 phosphorylation by ASK1, luminescence; Q99683; in the data active means inhibition above about 35%;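 further: 0% = median of compound wells and 100% = no enzyme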
ULK1 inh – blocks human autophagy kinase ULK1 | O75385 | AlphaScreen Atg13 phosphorylation by ULK1, luminescence | inhibition, % at 5.96 µM | actives 1.9% (n = 30,000) | AID 1259251; in the data active means inhibition above about 43%;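 further: 0% = median of compound wells and 100% = no enzyme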
Target sequence (O75385 whole entry, looked up): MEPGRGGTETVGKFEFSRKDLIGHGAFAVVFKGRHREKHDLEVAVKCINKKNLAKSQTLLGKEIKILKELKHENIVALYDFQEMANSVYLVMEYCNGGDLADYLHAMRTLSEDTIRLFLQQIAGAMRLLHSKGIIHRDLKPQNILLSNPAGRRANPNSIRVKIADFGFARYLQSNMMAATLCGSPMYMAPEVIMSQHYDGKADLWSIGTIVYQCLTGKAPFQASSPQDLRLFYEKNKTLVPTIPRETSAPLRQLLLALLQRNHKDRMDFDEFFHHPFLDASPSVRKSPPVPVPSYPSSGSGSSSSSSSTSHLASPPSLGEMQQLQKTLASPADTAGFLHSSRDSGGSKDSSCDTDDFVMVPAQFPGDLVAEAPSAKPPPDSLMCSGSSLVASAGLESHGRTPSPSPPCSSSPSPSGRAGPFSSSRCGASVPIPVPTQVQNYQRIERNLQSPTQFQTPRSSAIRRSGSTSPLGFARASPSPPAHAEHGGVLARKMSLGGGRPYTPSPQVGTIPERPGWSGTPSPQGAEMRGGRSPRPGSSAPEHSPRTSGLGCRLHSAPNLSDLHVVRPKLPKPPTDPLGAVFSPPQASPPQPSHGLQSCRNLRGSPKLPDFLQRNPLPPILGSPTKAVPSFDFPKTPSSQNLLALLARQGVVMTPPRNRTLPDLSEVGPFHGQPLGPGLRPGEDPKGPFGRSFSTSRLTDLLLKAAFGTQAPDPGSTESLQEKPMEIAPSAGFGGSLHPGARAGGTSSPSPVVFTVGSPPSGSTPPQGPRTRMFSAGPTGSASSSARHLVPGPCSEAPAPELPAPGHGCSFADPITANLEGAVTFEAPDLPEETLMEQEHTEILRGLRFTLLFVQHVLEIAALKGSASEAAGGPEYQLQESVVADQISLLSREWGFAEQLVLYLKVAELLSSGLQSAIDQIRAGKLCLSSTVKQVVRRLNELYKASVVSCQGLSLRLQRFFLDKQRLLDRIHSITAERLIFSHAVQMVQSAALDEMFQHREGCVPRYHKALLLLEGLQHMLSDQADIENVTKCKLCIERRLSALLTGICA
Starred values were filed as active, the others as inactive; . = not tested or not shown; & = joins results of further samples. The order is random; about 2.6% have a hit in one of these screens.

Compound,ASK1 inh,ULK1 inh
Cc1cc2c(NC3CCCN(C(=O)C(O)c4ccc(Br)cc4)C3)cccc2nn1 (configuration not stated),-22,33
CCN(CC)c1nc(NCc2cccc(C(F)(F)F)c2)nc(N2CCN(c3ccccn3)CC2)n1,-5,-2
Fc1ccc(-c2cc(N3CCC4(CC3)OCCO4)nc(-c3ccccc3)n2)cc1,.,0
O=C(NCc1cccc(C(F)(F)F)c1)C1CCN(c2ccc(NC3CCN(Cc4ccccc4)CC3)nn2)CC1,4,-17
CC(=O)Nc1ccc(NC(=O)c2cc(Nc3ccc(N4CCOCC4)cc3)nc3ccccc23)cc1,9,-5
COc1cccc(CNC(=O)c2cc3ccc(-c4ccnc(N)n4)cc3[nH]2)c1,-14,-20
COc1ccc(CCNC(=O)c2cncc(-c3ccc(N4CCOCC4)nc3)c2)cc1,2,-2
Clc1nc(NCc2ccccc2)nc(N2CCOCC2)n1,.,-4
COCCCN1CCN(c2ccccc2OC)CC1,.,2
C[C@@H](O)C(=O)N1CCCC(C(=O)Nc2ccc3[nH]ncc3c2)C1 (some centres not stated),5,-6
Cc1ccccc1COc1cccc2ccc(N3CCN(C(=O)c4ccco4)CC3)nc12,.,-13
CC(C)N(CCNc1nc(Nc2ccc(C(F)(F)F)cc2)nc2nc[nH]c12)C(C)C,-13,-1
Cc1cc(Nc2ccc(Oc3ccccc3)cc2)nc(N2CCc3ccccc3C2)n1,5,3
CCCSc1nc2c(c(=O)[nH]1)C(c1cccc(F)c1)C(C(=O)OC)=C(C)N2 (configuration not stated),.,13
CC(C)n1c(Nc2ncccn2)nc2c(Nc3ccc(N4CCOCC4)cc3)ncnc21,20,16
CC(C)N(CCNc1nc(N2CCc3ccccc3C2)nc2nc[nH]c12)C(C)C,-23,-4
COc1ccc(CCNC(=O)c2csc(Nc3ccc(C(F)(F)F)cc3)n2)cc1,-9,0
Cn1nccc1Nc1ccc(N2CCC(C(=O)NCc3cccc(C(F)(F)F)c3)CC2)nn1,-14,3
Nc1nc(NCCc2ccc(O)cc2)cc(Nc2ccccn2)n1,-10,-25
COc1cc(Nc2ncc(C)c(NCCN(C(C)C)C(C)C)n2)cc(OC)c1OC,-5,7

The list goes on.
Compound,ASK1 inh,ULK1 inh
COc1ccc(S(=O)(=O)N2CCOCC2)cc1C,.,-8
O=C(Nc1ccc(-c2ccncc2)cc1C(F)(F)F)C1COc2ccccc2O1 (configuration not stated),2,-13
O=C(Nc1ccc(-c2ccncc2)cc1)C1Cc2c(ccc3ccccc23)O1 (configuration not stated),-7,-17
Nc1ccc2c(cnn2-c2ccnc(NCCN3CCOCC3)n2)c1,-20,23
N#C/C(=C\c1ccco1)C(=O)Nc1ccccc1C(=O)O,.,6
O=C(NCCOc1ccccc1)c1cccc(-c2cccs2)c1,7,0
CN(C)c1cccc(Nc2nc(Nc3ccccc3)c3ncn(Cc4ccc(C(F)(F)F)cc4)c3n2)c1,23,16
O=C(NCCN1CCOCC1)c1cc(Nc2ccc(N3CCOCC3)cc2)nc2ccccc12,5,-3
O=C1CCCN1CCn1cnc2c(NC3CC3)nc(N3CCC(N4CCOCC4)CC3)nc21,-15,-6
COc1ccc2c(c1)CC(c1nc3c(F)cc(-c4ccnc(N)n4)cc3[nH]1)CO2 (configuration not stated),23,-31
Cc1ncn(-c2ccc(Nc3nccc(-c4cc(C#N)cc(Nc5ccccc5)c4)n3)cc2)n1,-28,-1
Cc1nn(C)c(C)c1-c1nc(Nc2ccccc2)c2ncn(-c3ccccc3)c2n1,-1,8
c1cnc2ccc(Nc3nc(NCc4nc5ccccc5[nH]4)c4ncn(C5CCCCC5)c4n3)cc2c1,0,-5
CCN1CCN(C(=O)NC(C(=O)NC2C(=O)N3C(C(=O)O)=C(CSc4nnnn4C)CSC23)c2ccc(O)cc2)C(=O)C1=O (configuration not stated),.,7
Cc1cnc(NC2CCC(O)CC2)nc1NCCOc1ccccc1 (configuration not stated),-16,-20
CC(C)n1cc(-c2ccc3cnc(Nc4ccc(-n5cnc(N6CCOCC6)n5)cc4)nc3c2Cl)cn1,3,53*
CC(=O)c1cccc(-c2cc(NCCN(C(C)C)C(C)C)ncn2)c1,3,-6
Cc1c(N(C)CS(=O)(=O)O)c(=O)n(-c2ccccc2)n1C,.,-4
C/C(=N\NC(=O)c1ccccc1O)C(C)(C)C,.,11
CC(=O)Nc1ccc(NC(=O)c2ccc3nc(Nc4ccncn4)sc3c2)cc1,15,4

Next records.
Compound,ASK1 inh,ULK1 inh
O=C(NCc1ccccc1)c1cccc(Nc2ccc(-n3ccnc3)cc2)n1,7,-6
O=C(NC1CC1)c1ccc(-c2ccc(C(=O)NCCO)s2)cc1,-8,-9
CCn1c(C2CCc3ccccc3O2)nc2cc(F)c(-c3ccnc4[nH]ccc34)cc21 (configuration not stated),-7,-10
Nc1ccc(C(=O)Nc2cc(-c3ccccc3)ccn2)cc1,24,-24
c1ccc(CN2CCC(Nc3nc(NCc4cccnc4)c4ncn(-c5ccsc5)c4n3)CC2)cc1,13,19
CC(C)n1cnc2c(NC3CC3)nc(-c3ccc(N4CCN(C)CC4)cc3)nc21,1,6
CC(C)N(CCNc1ccnc(-c2ccc(N3CCOCC3)nc2)n1)C(C)C,-4,4
COc1cccc(C(=O)Nc2nnc3n2CCCS3)c1OC,.,-1
O=C(NCCN1CCC(n2c(=O)[nH]c3cc(Cl)ccc32)CC1)c1ccc(F)cc1,.,2
FC(F)(F)Oc1ccc(Nc2nc(NCC3CCCO3)c3[nH]cnc3n2)cc1 (configuration not stated),3,1
OCCNc1nc(Nc2ccncc2)nc2c1ncn2-c1ccccc1,7,5
O=C(NCc1ccccc1)c1cccc(Nc2ccc(N3CCOCC3)cc2)n1,17,-3
c1ccc(-n2cnc3c(Nc4ccc(N5CCOCC5)cc4)nc(Nc4ccccn4)nc32)cc1,9,10
O=C(Cc1cn(-c2ccc(Nc3ccc(-n4ccnc4)cc3)nn2)c2ccccc12)Nc1ccc2c(c1)OCO2,14,14
CCCNc1cc(C)nc(Nc2cnccn2)n1,9,8
CC(=O)N1CCN(c2ccc(NC(=O)COc3ccc(C)c(C)c3)cc2)CC1,.,1
O=C(NC1CCc2ccccc21)c1cccc(-n2cc(Nc3nccn3-c3ccccc3)cn2)c1 (configuration not stated),-2,-2
C=CCNC(=O)/C(=C/c1ccc([N+](=O)[O-])cc1)NC(=O)c1ccccc1,.,0
CN(C/C=C/C#CC(C)(C)C)Cc1cccc2ccccc12,.,10
CC(C)(C)C(=O)N1CCc2nc3ccccn3c(=O)c2C1,.,-9

Laid out differently: results already given.
ASK1 inh	ULK1 inh	Compound
-7	-10	CCn1c(C2CCc3ccccc3O2)nc2cc(F)c(-c3ccnc4[nH]ccc34)cc21 (configuration not stated)
24	-24	Nc1ccc(C(=O)Nc2cc(-c3ccccc3)ccn2)cc1
13	19	c1ccc(CN2CCC(Nc3nc(NCc4cccnc4)c4ncn(-c5ccsc5)c4n3)CC2)cc1
1	6	CC(C)n1cnc2c(NC3CC3)nc(-c3ccc(N4CCN(C)CC4)cc3)nc21
-4	4	CC(C)N(CCNc1ccnc(-c2ccc(N3CCOCC3)nc2)n1)C(C)C
.	-1	COc1cccc(C(=O)Nc2nnc3n2CCCS3)c1OC
.	2	O=C(NCCN1CCC(n2c(=O)[nH]c3cc(Cl)ccc32)CC1)c1ccc(F)cc1
3	1	FC(F)(F)Oc1ccc(Nc2nc(NCC3CCCO3)c3[nH]cnc3n2)cc1 (configuration not stated)
7	5	OCCNc1nc(Nc2ccncc2)nc2c1ncn2-c1ccccc1
17	-3	O=C(NCc1ccccc1)c1cccc(Nc2ccc(N3CCOCC3)cc2)n1
9	10	c1ccc(-n2cnc3c(Nc4ccc(N5CCOCC5)cc4)nc(Nc4ccccn4)nc32)cc1
14	14	O=C(Cc1cn(-c2ccc(Nc3ccc(-n4ccnc4)cc3)nn2)c2ccccc12)Nc1ccc2c(c1)OCO2
9	8	CCCNc1cc(C)nc(Nc2cnccn2)n1

Going on with the list.
The line under a structure holds: ASK1 inh, ULK1 inh
COc1ccc(CCNc2ccnc(Nc3cc(OC)c(OC)c(OC)c3)n2)cc1
    15, -9
COc1ccc(CCNc2nc(-c3cccc(N)c3)nc3c2ncn3C2CCCCC2)cc1
    10, 2
Cn1nccc1Nc1nc(NCCOc2ccccc2)c2ncn(CCN3CCCC3=O)c2n1
    9, 8
Cn1c(Nc2nc3ncnc(NCCN4CCOCC4)c3[nH]2)nc2ccccc21
    3, 3
O=C(Nc1ccc2[nH]ncc2c1)C1CCN(C(=O)C(O)c2ccc(C(F)(F)F)cc2)C1 (configuration not stated)
    -14, -11
CCN(CC)c1nc(NCCO)nc(N2CCC(N3CCOCC3)CC2)n1
    14, 0
CCCCN=CC1=C(O)CC(C)(C)CC1=O
    ., 6
CNC(=O)c1ccccc1Nc1cc(Nc2ccc(C(=O)N3CC[C@H](O)C3)cc2OC)ncc1C(F)(F)F
    8, 88*
Cc1cc(NCCCN2CCCC2=O)nc(-c2ccc(C(N)=O)cc2)n1
    0, -4
Cc1ccc(-c2cccc3cnc(Nc4cccc(C(=O)N5CCCC5)c4)nc23)cn1
    -4, 51*
c1ccc(OCCNc2cc(NCCN3CCOCC3)ncn2)cc1
    -11, 6
C[C@H]1COc2c(C3(N)CC3)c(F)cc3c(=O)c(C(=O)O)cn1c23
    ., 2
CC(=O)Nc1c(I)cc(I)c(C(=O)O)c1I
    ., 6
FC(F)(F)c1ccc(Cn2cnc3c(NCc4cccc(C(F)(F)F)c4)nc(Nc4ccc5ncccc5c4)nc32)cc1
    40*, 0
FC(F)(F)c1cccc(CNc2cc(NCc3cccnc3)ncn2)c1
    -11, 5
CCOC(=O)O[C@]1(C(=O)OCCl)CC[C@H]2[C@@H]3CCC4=CC(=O)C=CC4(C)[C@H]3[C@@H](O)CC21C (some centres not stated)
    ., 0
CCOC(=O)N1CCN(c2cc(-c3cncc(-c4ccccc4)c3)nc(C)n2)CC1
    ., -14
O=C(NCCOc1ccccc1)c1csc(Nc2ncccn2)n1
    -4, -2
c1cncc(CNc2ccnc(NCCN3CCOCC3)n2)c1
    -7, 1
COc1cc(C(=O)Oc2ccccc2/C=N/NC(=O)c2cc(C)[nH]n2)cc(OC)c1OC
    ., -5
CC(C)N(CCNC(=O)c1cccc(Nc2ccc(-n3ccnc3)cc2)c1)C(C)C
    0, -2
CN(c1ncccc1CNc1cc(Nc2ccc3[nH]c(=O)oc3c2)ncc1C(F)(F)F)S(C)(=O)=O
    23, 39
O=C(NCc1cccnc1)c1cncc(-c2ccc(N3CCOCC3)nc2)c1
    -6, 4
COC(=O)c1cc(Cl)ccc1Oc1nc(OC)nc(OC)n1
    ., 10
CCC(=O)Nc1ccc(O)cc1
    ., -1
COc1cc2nc(NCc3ccc4c(c3)OCO4)nc(NCCOc3ccccc3)c2cc1OC
    25, -10
O=C(Nc1ccncc1)NC1CCN(C(=O)C(O)c2ccc(Br)cc2)CC1 (configuration not stated)
    -1, 4
CC(C)n1cnc2c(NCc3ccccc3)nc(N3CCN(c4ccccn4)CC3)nc21
    17, -4
Cn1nnnc1SCC1=C(C(=O)O)N2C(=O)C(N)C2SC1 (configuration not stated)
    ., -9
OC1CCC(Nc2cc(Nc3ccc(N4CCOCC4)cc3)ncn2)CC1 (configuration not stated)
    -5, 9

Three entries already listed, ordered by the value under ULK1 inh, high to low.
The line under a structure holds: ASK1 inh, ULK1 inh
CN(c1ncccc1CNc1cc(Nc2ccc3[nH]c(=O)oc3c2)ncc1C(F)(F)F)S(C)(=O)=O
    23, 39
CC(=O)Nc1c(I)cc(I)c(C(=O)O)c1I
    ., 6
CC(C)N(CCNC(=O)c1cccc(Nc2ccc(-n3ccnc3)cc2)c1)C(C)C
    0, -2

Later entries.
The line under a structure holds: ASK1 inh, ULK1 inh
OCCNc1nc(-c2ccc(N3CCOCC3)nc2)nc2c1ncn2-c1ccccc1
    10, 5
CCN(CC)c1nc(Nc2ccccc2)nc(Nc2ccc(NC(C)=O)cc2)n1
    12, -9
CC1CN(c2c(Cl)cccc2NC(=O)c2ccc(Br)o2)CCN1 (configuration not stated)
    9, 4
CCSc1nc(N2CCOCC2)c2cnn(CCN)c2n1
    ., 3
Cn1c(Nc2nc(NC3CC3)c3[nH]cnc3n2)nc2ccccc21
    8, 3
CC[N+](C)(CC)CCC(C)OC(=O)c1ccc(Br)o1 (configuration not stated)
    ., -11&-2
FC(F)(F)c1ccc(Nc2nccc(NC3CC3)n2)cc1
    2, -6
Cc1cncc2cccc(N3CCN(C(=O)C(N)c4ccc(Br)cc4)CC3)c12 (configuration not stated)
    -12, -5
Cc1cnc(-c2ccc(C(=O)N3CCN(C)CC3)cc2)nc1NCc1ccccc1
    -7, -5
Cc1cc(=O)[nH]c2c1c(=O)[nH]n2C1CCCCC1
    ., 2
FC(F)(F)c1ccc(Cn2cnc3c(NCCOc4ccccc4)nc(Nc4ccncn4)nc32)cc1
    4, -9
CCCNC(=O)c1csc(N2CCOCC2)n1
    2, -3
COc1ccc(CCNc2nc(Cl)nc3c2ncn3-c2ccsc2)cc1
    -4, -7
CC(=O)Nc1ccc(NC(=O)c2cncc(-c3ccc(N4CCOCC4)nc3)c2)cc1
    -1, -1
Cc1cnc(-c2ccc(C(=O)NC3CC3)cc2)nc1NCc1cccc(C(F)(F)F)c1
    -8, -15
CN(C)CCOC(c1ccc(Cl)cc1)c1ccccn1 (configuration not stated)
    ., -11
CCCNC(=O)c1ccc2nc(Nc3nccc4ccccc34)sc2c1
    -10, 11

Screening results (PubChem)
